Rin1 Abl inh: human Rin1-Abl interaction inhibition. P00519+Q13671. TR-FRET Rin1/Abl binding, biochemical. inhibition, % at 7.35 µM. actives 0.4% (n = 360,000). AID 588664; in the data active = inhibition above about 5%, passing the limit was not always enough
bovine MsrA act: activators of bovine methionine sulfoxide reductase A | purified bovine MsrA, absorbance read-out | activation, % at 10.6 µM | actives 0.3% (n = 360,000); in the data active = activation above about 7.5%;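 also: 0% = vehicle and 100% = reference activator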
CendR NRP1 mod: modulators of CendR peptide binding to human neuropilin-1; FAM-RPARPAR peptide binding to NRP-1, fluorescence polarization; inhibition, % at 25 µM; actives 0.85% (n = 360,000);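 active = inhibition or corrected inhibition above about 18%, plus a signal ratio from 0.5 to 1.5, limit read from the data, passing the limit was not always enough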; also: strong numbers were not always called active
FAS TE block: FAS thioesterase (human) inhibition. P49327. recombinant FAS-TE, OMFH fluorogenic substrate, fluorescence endpoint. inhibition, % at 15 µM. actives 0.67% (n = 360,000). AID 602261;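 active = compounds whose normalised, plate-corrected inhibition of enzyme fluorescence in the single-dose primary screen is 50% or more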;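 also: 0% = DMSO with enzyme and 100% = substrate without enzyme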
SKN-1 block: inhibitors of C. elegans SKN-1; inhibition, % at 21.8 µM; C. elegans VP596 Pgst-4::GFP/RFP ratio, acrylamide-induced, 24 h; actives 0.49% (n = 360,000);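 active = interference check ratio from 0.5 to 1.5 plus GFP to RFP signal ratio inhibition reaching or exceeding a fixed threshold, cut at about 30% in these data, passing the limit was not always enough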; also: some compounds called inactive have numbers as strong as hits
MT1-MMP act inh: inhibitors of human MT1-MMP activation. P50281. HT1080 RFP-PRO-GFP cells, GFP/RFP ratio fluorescence, overnight; percent of plate control window, DMSO zero. GFP/RFP ratio change, % at 20 µM. actives 0.061% (n = 360,000);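 active = GFP/RFP ratio change of at least 30% with cell ATP level not reduced by more than half and red fluorescence within 50% of control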; also: strong numbers were not always called active
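Assay system – RFP-PRO-GFP reporter HT1080 cells · Compound dosing – single dose of 20 µM compound, 1% DMSO final · Incubation – overnight compound exposure at 37 °C · Measure – GFP/RFP fluorescence ratio · Benchmarks – DMSO wells and RFP-L50D-GFP cells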
PABP1 MLLE inh: inhibitors of microRNA-mediated deadenylation, human PABP1 MLLE binding | P11940 | GST-MLLE / FITC-PAM2 fluorescence polarization | actives 0.36% (n = 360,000) | inhibition, % at 20 µM | AID 588489; in the data active = inhibition above about 35%, passing the limit was not always enough;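 also: plate controls were DMSO wells with GST-MLLE for no effect and wells lacking GST-MLLE protein for full effect; some results filed as inactive read as strong as hits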
E coli Lon inh: inhibits E. coli Lon protease; purified E. coli Lon protease, fluorescence polarization; inhibition, % at 7.94 µM; actives 0.42% (n = 360,000); AID 602123; in the data active = inhibition above about 13%, passing the limit was not always enough;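 also: 0% = enzyme with probe and DMSO and 100% = no enzyme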
Neddylation inh: cullin neddylation inhibition. P61081+Q13564. actives 0.58% (n = 360,000). calls only at 25 µM. TR-FRET cullin neddylation, biochemical; in the data active = inhibition above about 36%
Target sequence (P61081 whole entry, looked up): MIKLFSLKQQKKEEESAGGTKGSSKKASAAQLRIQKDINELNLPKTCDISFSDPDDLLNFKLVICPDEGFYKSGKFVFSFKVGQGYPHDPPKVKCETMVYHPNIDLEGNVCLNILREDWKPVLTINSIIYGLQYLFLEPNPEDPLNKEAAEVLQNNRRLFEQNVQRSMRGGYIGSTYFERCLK
Target sequence (Q13564 whole entry, looked up): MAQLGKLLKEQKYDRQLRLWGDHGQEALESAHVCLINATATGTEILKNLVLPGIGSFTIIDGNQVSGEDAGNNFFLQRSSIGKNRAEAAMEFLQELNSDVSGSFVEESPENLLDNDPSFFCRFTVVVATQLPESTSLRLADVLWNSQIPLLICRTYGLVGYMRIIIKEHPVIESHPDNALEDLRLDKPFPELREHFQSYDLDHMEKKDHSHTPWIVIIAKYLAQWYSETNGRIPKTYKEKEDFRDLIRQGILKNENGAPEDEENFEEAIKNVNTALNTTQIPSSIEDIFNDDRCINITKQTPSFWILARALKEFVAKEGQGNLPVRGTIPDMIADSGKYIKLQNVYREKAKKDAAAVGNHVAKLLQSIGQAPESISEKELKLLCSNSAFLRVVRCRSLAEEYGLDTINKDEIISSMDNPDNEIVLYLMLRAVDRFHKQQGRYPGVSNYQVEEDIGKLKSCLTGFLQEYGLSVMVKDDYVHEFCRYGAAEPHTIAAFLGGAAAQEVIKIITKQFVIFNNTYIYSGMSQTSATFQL
The depositor's hits bear a star; i = inactive; / = not tested or not shown.

SMILES	Rin1 Abl inh	bovine MsrA act	CendR NRP1 mod	FAS TE block	SKN-1 block	MT1-MMP act inh	PABP1 MLLE inh	E coli Lon inh	Neddylation inh
O=C(O)CSc1nnc(-c2cccs2)n1-c1ccc(Cl)cc1	-2	-3	1	-7	-6	3	-118	-2	i
Cc1ccc(N(C(=O)Cc2cccs2)C(C(=O)NC2CCCCC2)c2ccccn2)cc1C (configuration not stated)	-2	-2	1	37	10	-11	16	-3	i
Cc1ccc(Cc2c(-c3ccc(Cl)cc3)nc3c4ccccc4ccn23)cc1	/	-5	-25	26	8	5	/	-3	i
OCCNC(=S)Nc1cccc(Cl)c1Cl	2	-10	3	-4	-3	-5	31	-3	i
Cc1ccc(OCCNC(=O)c2ccccc2N)cc1	4	1	-10	-2	-12	1	-21	3	/
CC(=O)Nc1sc(/C(C#N)=C/c2ccc(Cl)c(Cl)c2)nc1-c1ccc(C)cc1	-2	-8	138	-18	26	-15	i	-94	i
CCn1c(N)c(C(=O)NCc2ccco2)sc1=S	-3	-2	-6	-1	17	6	22	-6	i
CCOC(=O)C1(C)CCCCN1C(=O)c1ccnc(Cl)c1 (configuration not stated)	1	-2	8	-5	7	1	-1	-9	i
CCOc1ccc2nc(SCC(=O)NCc3ccc4c(c3)OCO4)[nH]c2c1	2	-4	0	-5	4	1	-53	-3	i
CCCCCCCCN1C(=O)[C@H](CC(=O)NCc2cccc3ccccc23)C[C@@]2(C(=O)OCC)CCC=C12	/	/	16	/	0	-9	/	/	i
CC1(C)Cc2c(sc3c2c2ncnn2c2nnc(SCC(=O)NCc4ccco4)n32)CO1	-2	-5	4	-1	9	6	-50	2	i
CCCCCCCCOC(=O)CCc1c(C)[nH]c(=S)[nH]c1=O	-2	-12	1	-3	-2	5	-13	-9	i
COc1ccc(Nc2nc(C)nc3c2oc2ccccc23)cc1	1	-5	-7	2	10	1	8	-2	/
COc1ccccc1/C=C1/SC(=S)N(C(C)C(=O)NC2C=CS(=O)(=O)C2)C1=O (configuration not stated)	0	-5	5	-6	14	1	29	-8	i
Cc1ccc(Cn2ncc3c(N4CCN(C)CC4)ncnc32)cc1	3	-2	-4	-9	5	8	-1	-6	i

Part of the list above in a different format.
CCCCCCCCOC(=O)CCc1c(C)[nH]c(=S)[nH]c1=O
- Rin1 Abl inh = -2
- bovine MsrA act = -12
- CendR NRP1 mod = 1
- FAS TE block = -3
- SKN-1 block = -2
- MT1-MMP act inh = 5
- PABP1 MLLE inh = -13
- E coli Lon inh = -9
- Neddylation inh = i

OCCNC(=S)Nc1cccc(Cl)c1Cl
- Rin1 Abl inh = 2
- bovine MsrA act = -10
- CendR NRP1 mod = 3
- FAS TE block = -4
- SKN-1 block = -3
- MT1-MMP act inh = -5
- PABP1 MLLE inh = 31
- E coli Lon inh = -3
- Neddylation inh = i

(more compounds)
SMILES	Rin1 Abl inh	bovine MsrA act	CendR NRP1 mod	FAS TE block	SKN-1 block	MT1-MMP act inh	PABP1 MLLE inh	E coli Lon inh	Neddylation inh
CN(C1CCCCC1)S(=O)(=O)c1ccc2[nH]c(=O)oc2c1	1	-9	8	-5	-8	4	-8	-1	i
CC(C)(C)C1CCc2c(sc3c2C(=O)NC(c2ccco2)N3)C1 (configuration not stated)	-1	-3	-13	3	15	3	-39	-17	i
COc1cccc(C(=O)c2c(-c3ccccc3)ncc3cc(OC)c(OC)cc23)c1	-2	-5	-4	25	6	-3	4	1	i
COc1ccc(CCNC(=O)c2cc(C(C)C)on2)cc1OC	1	-1	2	-3	-4	0	-4	-2	i
CC(C)[C@H](NC(=O)c1cc2cc(Cl)ccc2n1C)C(=O)N1CCC(C(=O)O)CC1	-3	-2	12	-4	20	-1	-7	2	i
c1ccc(CCCCNCC2COc3ccccc3O2)cc1 (configuration not stated)	-3	-4	7	4	-13	2	-16	2	i
COc1cc(NC(=O)C2CCCCN2)ccc1OCC(C)C (configuration not stated)	0	1	4	-1	15	1	-3	-5	i
Cc1ccc(-c2csc3nnc(SCC(=O)NCc4ccco4)n23)cc1	-3	-10	9	-4	-36	-2	-6	-5	i
O=C(CC12CC3CC(CC(C3)C1)C2)NC1CC1	-2	-6	3	1	-10	-1	-5	0	i
Cc1cccc(N(CC(=O)NC2CCCC2)C(=O)c2csnn2)c1C	0	-3	16	-4	18	-2	12	1	i
CC(=O)c1c(N2CCN(c3ccccn3)CC2)nc(=S)n(-c2ccccc2)c1C	4	-3	-11	3	1	3	16	-7	i
OC(COCc1ccccc1)CN1CCN(c2ccccc2)CC1 (configuration not stated)	-1	0	12	2	11	0	10	6	i
Cc1ccc(SCCC(=O)NCCSCc2ccccc2C)cc1	-2	2	18	16	-2	-1	11	3	i
COc1ccc(NC(=S)Nc2ccccc2F)c(OC)c1	0	-1	1	-6	1	4	10	1	i
COCCNCC1C(Oc2ccc(Cl)cc2)C(=O)N1c1ccccc1C (configuration not stated)	0	-10	0	0	2	2	-4	-6	i
COc1ccc(C(=O)NC(=S)Nc2nc(C)cc(C)n2)cc1Br	0	0	6	1	4	0	30	0	i
O=c1[nH]ncc(N2CCCCCC2)c1Cl	-1	-1	2	-8	-1	5	1	-2	i
Cc1ccccc1C(=O)NNC(=O)CSc1nnc(-c2ccncc2)n1-c1ccccc1	-6	-3	-2	-7	-6	4	-1	1	i
CN1CCN(CCC(=O)N/N=C/c2ccccc2F)CC1	-2	-3	5	-5	-10	-4	-3	-7	i
O=C1NC(=O)/C(=C\c2ccccc2Oc2ccc(F)c(F)c2)S1	1	-5	-14	5	12	-4	5	1	i
O=C(Cn1[nH]c(=O)c2ccccc2c1=O)NNC(=O)c1ccccc1	-2	-1	0	-2	0	0	5	4	i
CCOc1cccc(/C=N/N2C(C)CCCC2C)c1O (configuration not stated)	0	0	3	-1	4	-2	9	-4	i
CC1CCCN(CCCNC(=O)CCn2nc(-c3ccccc3)ccc2=O)C1 (configuration not stated)	-1	-1	-1	-7	3	-1	-3	-5	i
Cc1cc(N/N=C/c2ccc(O)c(C)c2O)nc(-c2ccccc2O)n1	-5	-3	0	9	-4	-22	-9	10	/
NCCCC[C@H](N)c1nnc([C@H](CCC(=O)O)NC(=O)C2CCNCC2)o1	-1	-2	-3	-15	13	0	1	-7	i
CC(C)CC(NC(=O)OCc1ccccc1)C(=O)NC(Cc1ccccc1)C(=O)CCl (configuration not stated)	2	-1	-16	49	15	-1	1	35	i
Cc1cccc(-n2c(CNC(=O)c3ccccc3)nnc2SCC(=O)Nc2nccs2)c1	3	-4	-6	-7	-10	0	3	-14	i
CCOC(=O)c1c(CN2CCOCC2)n(-c2ccccc2)c2cc(Br)c(OC)cc12	0	-6	1	28	-9	-19	-4	-6	i
CC(C)(CNC(=O)CNC(=O)c1ccccc1F)N1CCOCC1	2	-5	9	-8	3	1	-5	-11	i
CN(C)CCCOC(=O)c1ccc(Br)cc1	-2	-1	11	-8	3	-1	-12	-1	i
Cc1cc(=O)oc2c(C)c(OCC(=O)NCCN3CCOCC3)ccc12	-1	-1	26*	-7	-6	-2	-2	2	i
CC(O)c1ccc(-n2cnnn2)cc1 (configuration not stated)	0	6	-17	-13	-7	0	1	-3	i
CCOc1ccc(C(=O)NC(C(=O)NCc2cccnc2)C(C)C)cc1 (configuration not stated)	2	-2	-2	-5	30	-2	6	-2	i
CCOC(=O)Cn1nnnc1C(C(C)C)N(Cc1cc2c(C)cc(C)cc2[nH]c1=O)C1CCCC1 (configuration not stated)	-1	-2	4	6	-7	-6	12	0	i
COc1cccc(NC(=O)c2ccc(OC(F)(F)F)cc2)c1	4	-1	11	17	0	2	-10	2	i
O=C(NC(=O)c1ccccc1O)c1ccc(C(F)(F)F)cc1	0	-1	4	-1	26	1	-2	-3	i
CC1(C)Cc2cccc(OCC(=O)NCc3cccs3)c2O1	0	-3	-2	-7	-8	-3	1	5	i
CCN(CC)CCC(=O)NN	0	-1	0	-1	-5	0	8	-4	i
O=C(COC(=O)c1ccco1)Nc1ccc(Cl)cn1	2	-10	6	2	1	-6	6	-11	i
O=C(Nc1ccc2nn(-c3ccccc3)nc2c1)c1ccc2c(c1)OCO2	-2	-2	1	6	15	-1	2	-5	/
CCCCNC(=O)CSc1nnc(-c2c[nH]c3ccccc23)n1CC1CCCO1 (configuration not stated)	-1	-7	-15	-2	-1	0	6	-6	i
CCOC(=O)CSc1nc2ccccc2c(=O)n1CC1CCCO1 (configuration not stated)	-4	-3	-4	-4	4	-1	-2	-10	i
Cc1cccc2cc(CN(CC3CCCO3)C(=O)c3cnccn3)c(=O)[nH]c12 (configuration not stated)	-4	1	-2	-7	27	1	-1	5	i
CCN(Cc1ccccc1)C(=O)C1CCN(CC2CC=CCC2)CC1 (configuration not stated)	2	-3	-3	-10	6	0	-1	1	i
COC(=O)CN1C(=S)N(C)C(=O)/C1=C/c1cccs1	0	-3	3	5	2	1	1	-4	i
COc1cccc(C(C#N)NCCCNC(C#N)c2cccc(OC)c2OC)c1OC (configuration not stated)	0	0	-12	-7	13	-2	-58	-4	i
O=C(CN1C(=O)NC2(CCCCCCC2)C1=O)NCc1ccc(Cl)cc1	-1	6	4	30	7	2	-18	3	i
CC(/C=C/c1ccco1)=N\NC(=O)c1cc(C)[nH]n1	3	-3	-17	-8	10	-1	-14	-10	i
O=C(NCc1ccccc1)c1cccc2c(-c3cccnc3)coc12	-6	7	-4	-8	10	2	16	-7	i
COc1ccc(/C(N)=N/OC(=O)C2CCC(=O)N2S(=O)(=O)c2ccc(C)cc2)cc1 (configuration not stated)	0	-8	-5	-5	2	0	-1	9	i
NC(=O)NC(CC(=O)NNC(=O)c1ccccn1)c1ccccc1Cl (configuration not stated)	2	-3	0	-5	-3	1	-5	-2	i
C/C(Cn1nc([N+](=O)[O-])cc1C)=N\NC(=O)c1ccc(C(C)(C)C)cc1	6	-11	0	6	-10	2	-13	-5	i
OC(CCN1CCC2(CC1)OCCO2)C(F)(F)F (configuration not stated)	-2	-6	-9	-4	0	4	6	8	i
COC(=O)CNC(=O)c1cc(-c2ccncc2)nc2ccc(C)cc12	/	/	1	-2	9	-3	16	/	/
FC(F)(F)C1CC(c2cccs2)Nc2ncnn21 (configuration not stated)	-3	-4	30*	-5	3	0	17	7	i
COC(=O)C1=C(C)N(C)C(=O)NC1c1ccsc1 (configuration not stated)	2	-7	-7	-10	-6	0	-7	2	i
COCCOC(=O)C1=C(C)NC(=O)NC1c1c(OC)ncnc1OC (configuration not stated)	5	1	0	-5	-5	9	6	1	i
Cc1ccc(S(=O)(=O)Cc2ccc(C(=O)N3CCN(c4ccc(F)cc4)CC3)o2)cc1	-2	-3	-11	5	-20	-1	-10	-1	i
COc1ccc(OC)c(CCNC(=O)c2ccc3c(=O)[nH]c4c(C(=O)NC(C)C)sc(=S)n4c3c2)c1	4	-2	-67	33	-7	-1	6	-2	i
O=C(COc1ccc2ccccc2c1)N1CCNCC1	4	-1	8	-2	2	5	-4	-3	i
O=C(NC1CC1)c1cc2c(s1)-c1ccccc1OC2	-6	-1	2	3	-2	-12	4	-1	i
O=C(c1ccccc1)n1ccc(-c2cccs2)n1	2	-3	1	0	3	0	8	-15	i
CCc1ccc(-c2nn(-c3ccccc3C)cc2C(=O)N2CCN(C3CCS(=O)(=O)C3)CC2)cc1 (configuration not stated)	-3	-2	12	-11	-4	1	-2	-7	i

Rows were taken by chance; overall some 4% were active at least once.
